PHOSPHO1 block: blocks human PHOSPHO1 phosphatase activity; Q8TCT1; recombinant PHOSPHO1, absorbance phosphatase assay; inhibition, % at 13.3 µM; actives 1.1% (n = 290,000); AID 1565; in the data active = inhibition above about 60%
Target sequence (Q8TCT1 whole entry, looked up): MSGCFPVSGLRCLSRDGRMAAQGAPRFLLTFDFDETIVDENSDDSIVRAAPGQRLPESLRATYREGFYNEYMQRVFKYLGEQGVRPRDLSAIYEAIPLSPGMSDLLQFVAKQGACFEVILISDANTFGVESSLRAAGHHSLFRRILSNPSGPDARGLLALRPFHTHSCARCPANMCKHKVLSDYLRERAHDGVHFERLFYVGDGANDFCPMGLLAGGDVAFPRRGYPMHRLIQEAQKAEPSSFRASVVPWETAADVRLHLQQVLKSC
PfM18AAP inh: blocks P. falciparum M18 aspartyl aminopeptidase | recombinant PfM18AAP, H-Glu-NHMec fluorogenic cleavage | inhibition, % at 7.35 µM | actives 1.2% (n = 290,000) | AID 1822;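 active = inhibition above the campaign mean inhibition over all tested compounds plus 3 SD, cut at about 28% in these data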;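 also: 0% = plate median of test compound wells and 100% = 2 mM ZnCl2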
p-CIP stab down: lowers stability of the mouse p/CIP coactivator protein; Q05BA5; F442A p/CIP-EGFP cells, EGFP fluorescence, 16 h; decrease of EGFP signal, % at 10 µM; actives 0.01% (n = 290,000); AID 1984;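 active = EGFP signal decrease of at least 30% at 10 µM or well 3 SD below plate mean, unless failing retest; inactive = the rest, including hits failing retest or dose response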; also: some compounds called inactive have numbers as strong as hits; many of its hits are not listed in these tables
GPR7 antag: antagonists of human GPR7 (neuropeptides B/W receptor 1) | inhibition, % at 4.4 µM | AID 1861 | GPR7-expressing cells, fluorescence antagonist assay | actives 1.1% (n = 290,000) | P48145; in the data active = inhibition above about 16%, passing the limit was not always enough;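 also: cells stimulated with the agonist NPW; 0% = agonist with vehicle and 100% = vehicle without agonist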
Target sequence (P48145 whole entry, looked up): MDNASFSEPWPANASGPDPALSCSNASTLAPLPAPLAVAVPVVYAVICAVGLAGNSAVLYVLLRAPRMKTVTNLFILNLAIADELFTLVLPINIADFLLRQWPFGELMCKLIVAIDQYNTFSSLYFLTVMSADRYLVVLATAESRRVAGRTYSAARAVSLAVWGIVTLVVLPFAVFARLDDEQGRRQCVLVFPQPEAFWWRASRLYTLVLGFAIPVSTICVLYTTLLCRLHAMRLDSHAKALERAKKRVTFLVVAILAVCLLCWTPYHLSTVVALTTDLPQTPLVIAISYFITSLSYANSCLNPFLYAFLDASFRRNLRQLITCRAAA
VIM-2 inhibitor: inhibitors of Pseudomonas aeruginosa VIM-2 metallo-beta-lactamase; actives 0.89% (n = 290,000); inhibition, % at 5.6 µM; purified VIM-2, nitrocefin hydrolysis, epi-absorbance fluorescence;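 active = inhibition above the mean of all tested compounds plus 3 SD, cutoff set per screening run, cut at about 7.5% in these data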;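 also: red hydrolysis product quenches plate fluorescence so inhibitors raise well fluorescence; 0% = enzyme with DMSO and 100% = DMSO without enzyme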
IDE act: boosts human insulin-degrading enzyme activity in HEK cells; activation, % at 5.96 µM; FAbeta-B cleavage, fluorescence polarization; 0% vehicle, 100% cell-free pure enzyme wells; P14735; AID 493087; actives 0.073% (n = 340,000);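 active = activation above the mean of all tested compounds plus 3 SD, set per screening campaign, cut at about 17% in these data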
IDE cell inh: inhibits human insulin-degrading enzyme in HEK cells. actives 0.41% (n = 320,000). inhibition, % at 5.59 µM. FAbetaB cleavage, fluorescence polarization;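 active = percent inhibition above the average of all tested compounds plus 3 SD, set per screening campaign, cut at about 16% in these data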;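 also: IDE supplied by intact live HEK cells; FP after avidin binding of uncleaved biotin substrate so inhibition keeps polarization high; 0% = DMSO wells and 100% = 60 µM reference IDE inhibitor Ii1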
NALP1 yeast inh: blocks the NALP1 inflammasome reconstituted in yeast. S. cerevisiae NALP1/ASC/caspase-1 growth, X-gal OD620, 72 h. inhibition, % at 10 µM. actives 0.61% (n = 280,000). AID 2071; in the data active = inhibition mostly above about 24%, no sharp cut-off; inactive = mostly below about 32%; also: some compounds called inactive have numbers as strong as hits
IMP-1 inhibitor: inhibitors of Pseudomonas aeruginosa IMP-1 metallo-beta-lactamase | purified IMP-1, nitrocefin hydrolysis, epi-absorbance fluorescence | inhibition, % at 5.6 µM | actives 0.45% (n = 290,000);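 active = inhibition above the mean plus 3 SD of all compounds in the same screening run, cut at about 4.5% in these data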;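 also: 0% = IMP-1 with DMSO and 100% = DMSO wells lacking enzyme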
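System: purified IMP-1 / Input: IMP-1 dispensed at 0.2 nM / Medium: 50 mM HEPES pH 7.1, 50 µM ZnSO4, 0.05% Brij 35 / Timing: 15 min enzyme–compound preincubation, then 25 min nitrocefin reaction, 25 °C / Technique: plate fluorescence quenching by hydrolysis product, ex 480/em 530 nm / Repeats: singlicate testing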
Numbers without * were called inactive; nt = not tested or not shown; & = joins results of further samples.

SMILES	PHOSPHO1 block	PfM18AAP inh	p-CIP stab down	GPR7 antag	VIM-2 inhibitor	IDE act	IDE cell inh	NALP1 yeast inh	IMP-1 inhibitor
CC(C)C(=O)c1ccc(O)c(O)c1	15	41*	-8	8	0.1	11	4	-4	-1.1
CC(C)(C)NC(=O)Cn1ccc(=N)c2ccccc21	-4	4	5	-13	-2.5	3	0	26	0.5
C[C@@]12CCC=C[C@H]1[C@H](c1ccc3ccccc3c1)N(Cc1ccccc1)C2=O	26	nt	-3	nt	nt	2	-6	-5	nt
CC(=O)C1=C(O)C(=O)N(c2ccccn2)C1c1ccc(Cl)cc1 (configuration not stated)	45	0	-3	-16	-0.1	-1	-6	19	-0.1
Cc1cc(C)n2nc(C(=O)N/N=C/c3ccccc3C)nc2n1	-8	0	-15	-4	-5.1	nt	0	2	-5.4
Cc1cc(Cl)ccc1OCC(=O)N1C(C)CCCC1C (configuration not stated)	7	7	-5	-4	-3.7	2	7	41	-3.8
O=C(Nc1ccccc1)C1Cc2ccccc2CN1C(=O)c1ccco1 (configuration not stated)	33	-11	-2	5	2.3	0	-1	-4	-0.7
CCCC(=O)NC(c1ccc(C(C)C)cc1)c1ccc2cccnc2c1O (configuration not stated)	nt	7	-90	-1	-3.5	-5	2	-23	-1.0
COc1ccc(CCC(=O)Nc2ccc(C(=O)c3ccncc3)cc2)cc1	9	-4	-19	3	-2.8	-4	nt	-8	-4.3
NC(N)=NS(=O)(=O)c1ccc(NC(=S)NC(=O)c2ccncc2)cc1	19	24	2	-12	0.5	-1	-1	11	1.3
C=CCn1c(SCC(=O)NCC2CCCO2)nc2scc(-c3ccccc3)c2c1=O (configuration not stated)	-24	-3	-15	4	-0.9	2	-2	9	-0.6
N#CC1=C(SCC(=O)NC23CC4CC(CC(C4)C2)C3)NC(=O)C(C#N)C12CCCCC2 (configuration not stated)	-1	0	-27	-6	-0.8	0	0	-104	-4.5
CCOc1ccc(OCc2ccc(C(=O)N(CC)CC)cc2)cc1	6	-10	-8	-3	0.1	-2	-2	3	-0.9
O=C1CCCC(O)=C1N=Nc1c(Cl)cc(C(F)(F)F)cc1Cl	47	28*	-3	-19	-0.7	7	-4	19	1.2
Cc1ccc(O)c(NC(=O)c2noc3c2CCc2ccccc2-3)c1	-1	3	-1	-5	-2.9	16	-1	7	-2.7
Cc1ccc(NC(=O)c2cc(N3C(=O)C=CC3=O)ccc2N2CCOCC2)cc1	21	1	-21	-2	-4.4	-26	nt	-8	-1.7
O=C1NC2c3ccccc3C(=O)N2c2c1cnn2-c1ccccc1 (configuration not stated)	-13	5	-2	-6	-1.3	4	3	11	-4.6
Cc1ccc(O)c(C(=O)c2cc(C#N)c(=O)n(Cc3ccccc3)c2)c1	2	4	1	-16	-1.1	-2	1	-2	-3.4
COc1ccc(C2CC(=O)N(CC(=O)NCC3CCCO3)c3ccccc3S2)cc1OC (configuration not stated)	-20	-3	3	-14	-1.3	4	-2	12	-2.9
COc1cc(C=Nc2cccc(C)c2)c(O)c([N+](=O)[O-])c1	0	10	-6	-6	-0.1	3	-1	49*	0.3
COCc1cc(C)nc(SCC(=O)Nc2ccc(C)c(C)c2)c1C#N	-3	-2	-9	-3	0.5	0	4	-14	-1.5
CCCSC1=C(C#N)C(c2cc(OC)ccc2OC)CC(=O)N1 (configuration not stated)	-10	3	-14	-6	0.6	3	-2	20	-1.3
Cc1ccc(SCC(=O)NC(=O)NCc2ccco2)cc1C	-27	2	-8	0	-2.8	nt	nt	-3	-1.4
CCOc1ccccc1NC(=S)NC(=O)C1CC1	8	1	-11	-11	-1.1	-1	3	26*	-1.9
CC[C@H](C)/C=C(C)/C=C/C1=CC2=CC(=O)[C@]3(C)OC(=O)[C@@H](C(C)=O)[C@@H]3C2=CO1	24	16	-21	-18	-3.0	2	-1	-1	-1.0

The list continues.
SMILES	PHOSPHO1 block	PfM18AAP inh	p-CIP stab down	GPR7 antag	VIM-2 inhibitor	IDE act	IDE cell inh	NALP1 yeast inh	IMP-1 inhibitor
COC(=O)CCCC(=O)N1CCC(CCC(=O)NCc2ccc(F)cc2)CC1	24	-16	-5	0	0.1	1	-1	3	-1.1
C/C=C/c1ccc(OCCCNC2CCCC2)c(OC)c1	12	0	-21	-6	-0.3	4	2	16	-3.8
CN1CCN(c2ccc(C(=O)c3ccccc3)cc2[N+](=O)[O-])CC1	6	2	0	2	8.3*	7	4	38	-2.0
CCn1c(C(C)NC(=O)c2cccc(C)c2)nc2ccccc21 (configuration not stated)	29	2	3	-11	-1.7	6	2	nt	-4.8
CCOc1ccc(N=C2NC(=O)C(CC(=O)O)S2)cc1 (configuration not stated)	2	3	-7	-20	-3.5	5	3	12	-4.9
O=C(C1CCN(C2CC(=O)N(c3ccc(Cl)cc3)C2=O)CC1)N1CCOCC1 (configuration not stated)	7	-3	-8	-4	-1.6	-2	-1	19	-2.2
CNC(=O)CCC(=O)Nc1ccc(C)cc1	28	1	-6	-17	-1.8	6	7	5	-0.9
CCOC(=O)c1c(-c2ccccc2)oc2ccc(OCC(=O)NN)cc12	3	5	-3	-26	-0.3	8	-2	21	-2.7
CC(C)OCCCNC(=O)c1ccc2c(=O)n(Cc3ccc4c(c3)OCO4)c(=S)[nH]c2c1	-8	-1	-3	-15	-4.1	-2	-4	-3	-3.5
O=C(CSc1c(F)c(F)cc(F)c1F)Nc1ccc(C2SCCS2)cc1	19	-7	-4	-1	0.1	2	0	-14	-1.4
OCc1ccnc2c(O)cccc12	42	23	2	-7	-2.0	3	-5	23	-3.0
CN(Cc1ccco1)C(=O)c1ccc(N2CCCC2=O)cc1	45	-3	-5	0	-2.4	4	3	-4	-2.6
O=C(OCc1nc2ccccc2[nH]1)C1CCCCC1	6	-6	-6	-3	0.4	3	4	36	-0.3
O=C(/C=C/c1cccc(Cl)c1)NCCN1CCOCC1	0	-6	10	4	-2.2	3	0	24	-3.3
Fc1ccc(-c2nc3cnccn3c2NC2CCCC2)cc1	41	-9	-13	-11	0.6	-1	0	-11	-1.4
Cc1cc(N2CCC3(CC2)OCCO3)n2nc(C)c(-c3ccc(Cl)cc3)c2n1	nt	-15	nt	-15	1.4	nt	nt	nt	-1.9
CCN(CC)S(=O)(=O)c1cccc(NC(=O)CNC2CCCCCC2)c1	32	-16	-6	15	-2.4	3	-6	nt	-1.8
Nc1cc(S(=O)(=O)Nc2ccccc2Cl)ccc1N1CCCC1	-148	10	-8	-4	-0.8	16	0	-8	-2.6
O=C1c2ccccc2NC(c2ccccn2)N1c1ccccc1F (configuration not stated)	-1	0	-26	-15	-5.4	4	5	-2	-4.0
Cc1cccc(OCC(=O)Nc2ccc(N3CCN(S(C)(=O)=O)CC3)cc2)c1C	-11	3	-11	8	-1.9	0	4	-11	-2.8
CSc1ccc(C#N)cc1NC(=O)c1cccc(Cl)c1	18	5	-7	-8	-7.2	-6	2	-16	-1.6
COc1ccc(/C(C)=N/NC(=O)c2ccncc2)cc1[N+](=O)[O-]	10	3	-6	5	0.6	2	1	14	-5.1
O=C(CN(CC1CCCO1)S(=O)(=O)c1ccc(S(=O)(=O)NCC2CCCO2)cc1)Nc1ccccc1 (configuration not stated)	7	-3	1	-3	-1.9	9	-2	0	-0.1
O=C(CSc1nnc(CCCO)n1-c1ccccc1)Nc1nccs1	-28	0	-8	2	-1.9	4	-3	-9	-2.1
O=C(CNC(=O)C1CCCCC1)NC1=NCCS1	6	1	-2	-1	-1.7	4	0	-16	3.1

Next compounds follow:
SMILES	PHOSPHO1 block	PfM18AAP inh	p-CIP stab down	GPR7 antag	VIM-2 inhibitor	IDE act	IDE cell inh	NALP1 yeast inh	IMP-1 inhibitor
COc1ccccc1Cn1c(=O)c2ccccc2n2c(SCc3csc(C)n3)nnc12	29	3	-2	1	-1.9	3	7	17	-3.4
Cc1ccc(CSCCNC(=O)CN2C(=O)c3ccccc3S2(=O)=O)cc1	-3	-3	-11	-5	0.3	0	-2	-3	-1.0
O=C(NNS(=O)(=O)c1ccccc1F)c1cc(-c2ccccc2)n[nH]1	-4	5	-10	-13	-4.5	3	2	-3	-3.6
N#Cc1cccnc1N1CCN(C(=O)c2cccs2)CC1	29	4	0	3	-5.4	3	nt	26	-2.2
Cc1cc(C(=O)N/N=C/c2ccc3c(c2)OCO3)c2ccccc2n1	16	3	13	5	0.1	4	3	6	-0.8
COc1ccccc1N1CC(C(=O)Nc2nnc(SCC(=O)N3CCOCC3)s2)CC1=O (configuration not stated)	47	-1	-6	-12	-0.5	0	-5	-6	-3.3
Cc1ncsc1CCOC(=O)c1cccc([N+](=O)[O-])c1	-30	-4	6	22*	1.9	2&5	3&-3	31	-2.1
Cc1cc(CNC(=O)COc2ccc(C)c(C)c2)c2ccccc2n1	2	6	4	-14	-1.4	-1	3	-6	-3.0
COc1cc2c(cc1OC)C(CCc1ccccc1)=NCC2	36	-25	-5	-9	-2.5	-3	0	nt	-2.5
COc1ccccc1Oc1ccc2c(c1)C(=O)N(CC1CCCO1)C2=O (configuration not stated)	12	-4	-13	-14	-2.3	-6	2	18	-1.8
CC(C)Cc1n[nH]c(=O)[nH]1	4	8	1	-3	-3.2	-2	-1	20	-3.9
CSc1nc(N(C)NC(=O)c2ccc(F)cc2)c2ccccc2n1	4	5	11	11	-0.7	2	3	28	-2.5
CC(C)CN(CC(C)C)C1=N/C(=C\c2ccco2)C(=O)N1c1ccccc1	-15	3	-24	-10	-0.7	3	7	8	-3.0
O=C(Nc1ccc(Cl)cc1C(F)(F)F)c1ccccc1Cl	-9	7	-5	-17	-0.9	4	-7	25	-1.8
O=c1cc(-c2ccccc2)nc2nc(-c3ccccc3)[nH]n12	-14	-1	-10	-14	-1.3	6	3	25	-3.8
Cc1csc(NC(=O)CSc2ccc(-c3ccc(F)cc3)nn2)n1	34	-1	-15	-21	-2.3	1	-4	-5	-1.9
CCn1c(CNc2ccc(F)cc2)nnc1SCC(=O)Nc1ccc(OC)cc1OC	33	-5	-18	3	-1.3	2	1	-22	-1.4
COc1ccc(CCNC(=O)CN(c2ccc(OC)c(OC)c2)S(=O)(=O)c2ccc(C)cc2)cc1	16	-6	-13	3	-0.7	0	3	-7	-2.4
Cn1nc(C(F)(F)F)c(C(=O)Nc2ccc(F)cc2F)c1Oc1cccc(Cl)c1	7	-1	-10	-16	-2.1	-7	3	6	-2.0
CC(C)Cn1c(N)c(C(=O)COC(=O)C2CC(=O)N(Cc3ccccc3Cl)C2)c(=O)n(C)c1=O (configuration not stated)	32	-13	17	-13	-0.1	-1	6	3	-1.5

Among those listed so far, these have a CF3 group.
SMILES	PHOSPHO1 block	PfM18AAP inh	p-CIP stab down	GPR7 antag	VIM-2 inhibitor	IDE act	IDE cell inh	NALP1 yeast inh	IMP-1 inhibitor
O=C1CCCC(O)=C1N=Nc1c(Cl)cc(C(F)(F)F)cc1Cl	47	28*	-3	-19	-0.7	7	-4	19	1.2
O=C(Nc1ccc(Cl)cc1C(F)(F)F)c1ccccc1Cl	-9	7	-5	-17	-0.9	4	-7	25	-1.8
Cn1nc(C(F)(F)F)c(C(=O)Nc2ccc(F)cc2F)c1Oc1cccc(Cl)c1	7	-1	-10	-16	-2.1	-7	3	6	-2.0

Bioassay records as filed in PubChem BioAssay.

Outcome played no part in choosing rows. About 5.3% of those tested had a hit in this group.
